Rab9 promoter act = activators of Rab9 promoter | hit rate 2.8% among 320,000 | AID 485297 | Huh7 Rab9 promoter-luciferase reporter, luminescence, 24 h | Potency, µM (doses to about 9.22 µM), inactives show at the highest dose activation, negative = inhibition, usual class: activators; also: potency is read from the fitted curve at half-maximal effect; % of control where 0% means no effect; nearly all actives have a fitted effect of over 60% in size
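Cells were plated at 1500 per well in reduced-serum medium with 10% FBS and left 2 h. Compound in DMSO was then added for 24 h at 37 °C. Reporter signal was read by luminescence after 10 min with luciferase detection reagent.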
BRCA1 expr up = activators of BRCA1 expression | AID 624202 | Potency, µM (titrated, usually from 46.1 µM), inactives show at the top dose activation, actives largely listed as activators | MCF7-BRCA1-FFLuc reporter, luminescence, 48 h; response scale: scaled: vehicle 0%, 10 µM genistein 100% | hit rate 1.1% among 380,000; also: potency is read from the fitted curve at half-maximal effect; nearly all actives have a fitted effect of over 80% in size; some results filed as inactive show a strong effect at the top dose
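MCF7-BRCA1-FFLuc, 2000 cells/well; 2 h attach, 37 °C/5% CO2; compound 48 h; luciferase substrate 15 min; luminescence end-point. Norm. to genistein 10 microM max activation and DMSO; concentration-response curves fitted.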
ELG1 genotox = inducers of genotoxicity in HEK293T ELG1-luciferase cells. hit rate 1.3% among 330,000. HEK293T ELG1-luciferase reporter, luminescence, 16 h. AID 504466. Potency, µM (doses to about 46 µM), inactives show at the top dose activity change, positive = activation, actives largely listed as activators; also: potency is read from the fitted curve at half-maximal effect; % of control where 0% means no effect; nearly all actives have a fitted effect of over 60% in size
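Luminescence read-out: rising ELG1-luciferase signal, reflecting elevated ELG1 protein under genetic stress, flags genotoxic compounds. Cells were treated for 16 hr at 37 °C before ONE-Glo detection.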
NPC1 promoter act = NPC1 promoter activation | hit rate 2.4% among 320,000 | Potency, µM (series often up to 9.22 µM), for the others: at the top dose activation, hits mostly activators | Huh7 NPC1 promoter luciferase reporter, 24 h;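 also: potency is read from the fitted curve at half-maximal effect; % of control where 0% means no effect; nearly all actives have a fitted effect of over 60% in size; reporter is driven by a mutant NPC1 promoter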
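Stable NPC1-promoter luciferase Huh7 line; cpd (DMSO) 24 h, 37 °C, 5% CO2; Amplite luciferase reagent 10 min RT; luminescence readout. qHTS format.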
FLuc counter = firefly luciferase modulation, counter-screen for miR-21 project. P08659. purified FLuc, Km substrates, luminescence inhibition. Potency, µM (top dose mostly 57.5 µM), inactives show at the top dose activity change, negative = inhibition, usual class: inhibitors. hit rate 6.9% among 360,000. AID 588342;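 also: potency is read from the fitted curve at half-maximal effect; plate controls were vehicle for no effect and reference inhibitor for full effect; nearly all actives have a fitted effect of over 55% in size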
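Biochemical qHTS of compounds, final roughly 60 µM downward over six points, against 10 nM purified firefly luciferase using Km concentrations of substrates (10 uM D-luciferin, 10 uM ATP) in Tris acetate pH 7.5 buffer; luminescence output.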
TRPV1 agonist = activates the human vanilloid receptor TRPV1; activation, % at 8.33 µM; TRPV1-expressing cells, Fluo-8 calcium influx, agonist mode; hit rate 0.19% among 320,000; Q8NER1; in the data active = activation above about 80%; inconclusive = between about 30% and that limit; also: 0% is about no effect
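Fluo-8 calcium influx in TRPV1-expressing cells, kinetic read (ex 480/em 520 nm). Compound added and read 3 min for agonist activity, followed by capsaicin at EC20 final and 2 min further read for enhancement.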
p53 reactivator = restores transcriptional activity of mutant p53. H1299 p53-A138V BP100-luciferase reporter, luminescence, 24 h. Potency, µM (titrated, usually from 92.2 µM), without a hit: at the highest dose activity change, positive = activation, most hits filed as activators. hit rate 0.063% among 320,000; also: potency is read from the fitted curve at half-maximal effect; % of control where 0% means no effect; nearly all actives have a fitted effect of over 45% in size
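H1299 (p53-null), stable ts p53-A138V + BP100-Luc; 1000 cells/well, Opti-MEM/10% FBS; cpd 4 pt, 1:5; 24 h, 37 deg C, 5% CO2; detection reagent 10 min RT; luminescence.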
RORg inh = ROR gamma (mouse) transcription inhibition | Potency, µM (top dose mostly 53.6 µM), for inactives: at the top dose activity change, negative = inhibition, hits mostly inhibitors | hit rate 5.4% among 310,000 | Drosophila S2 Gal4-RORgamma UAS-luciferase reporter, 20 h | P51450; also: potency is read from the fitted curve at half-maximal effect; % is scaled to controls: 0 for no effect and ±100 for the full control effect; nearly all actives have a fitted effect of over 60% in size
Target sequence (P51450 whole entry, looked up, the tested form may be a part): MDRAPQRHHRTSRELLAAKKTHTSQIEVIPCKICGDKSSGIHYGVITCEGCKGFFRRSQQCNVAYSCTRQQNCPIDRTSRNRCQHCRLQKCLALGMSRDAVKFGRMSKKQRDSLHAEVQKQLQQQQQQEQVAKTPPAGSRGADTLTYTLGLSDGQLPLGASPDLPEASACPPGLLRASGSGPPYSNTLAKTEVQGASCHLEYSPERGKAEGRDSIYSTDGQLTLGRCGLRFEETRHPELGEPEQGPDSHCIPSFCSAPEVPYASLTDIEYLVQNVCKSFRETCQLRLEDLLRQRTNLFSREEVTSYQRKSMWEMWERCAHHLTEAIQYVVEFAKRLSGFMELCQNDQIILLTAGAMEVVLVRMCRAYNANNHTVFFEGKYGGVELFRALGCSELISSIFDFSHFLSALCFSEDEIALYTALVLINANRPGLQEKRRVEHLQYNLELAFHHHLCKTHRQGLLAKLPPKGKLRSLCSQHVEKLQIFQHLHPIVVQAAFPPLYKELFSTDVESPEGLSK
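Luminescence from a UAS-regulated Photinus luciferase reporter in stably transfected Drosophila Schneider cells is measured; decreased signal marks ROR gamma inhibition. Fusion expression is induced by 700 uM copper sulfate for 20 hr.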
Tb PFK block = blocks T. brucei phosphofructokinase. O15648. T. brucei PFK, ADP-Glo luminescence. Potency, µM (doses to about 57.5 µM), for inactives: at the highest dose activity, negative = inhibition, usual class: inhibitors. hit rate 0.17% among 330,000. AID 485367;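 also: potency is read from the fitted curve at half-maximal effect; 0% = uninhibited 1x PFK enzyme wells and -100% = no-enzyme wells; nearly all actives have a fitted effect of over 60% in size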
Target sequence (O15648 whole entry, looked up): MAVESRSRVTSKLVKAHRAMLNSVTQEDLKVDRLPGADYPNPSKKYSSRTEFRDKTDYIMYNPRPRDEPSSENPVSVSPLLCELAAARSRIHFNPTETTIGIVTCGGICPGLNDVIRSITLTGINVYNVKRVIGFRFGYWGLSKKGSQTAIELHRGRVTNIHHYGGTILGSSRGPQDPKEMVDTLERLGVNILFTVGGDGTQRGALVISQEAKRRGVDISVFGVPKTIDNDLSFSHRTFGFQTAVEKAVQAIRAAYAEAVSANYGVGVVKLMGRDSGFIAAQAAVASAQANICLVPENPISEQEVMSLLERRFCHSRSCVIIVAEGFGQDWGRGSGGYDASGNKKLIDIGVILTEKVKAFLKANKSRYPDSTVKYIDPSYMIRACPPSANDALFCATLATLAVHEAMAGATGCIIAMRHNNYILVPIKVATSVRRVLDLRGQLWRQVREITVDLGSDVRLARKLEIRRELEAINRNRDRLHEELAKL
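1.25 nM PFK with 0.5 mM F6P and 0.1 mM ATP in 0.1 M TEA pH 8.0, 5 mM MgCl2, incubated 45 min at room temperature; ADP measured by ADP-Glo luminescence; compounds titrated up to 57 uM.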
VP16 counter = Gal4-VP16 reporter inhibition counter-screen. Drosophila S2 Gal4-VP16 UAS-luciferase, luminescence, 20 h. Potency, µM (series often up to 53.6 µM), inactives show at the highest dose activity, negative = inhibition, usual class: inhibitors. hit rate 3.5% among 310,000;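 also: Gal4-VP16 expression switched on by copper sulfate through the metallothionein promoter; potency is read from the fitted curve at half-maximal effect; % is scaled to controls: 0 for no effect and ±100 for the full control effect; nearly all actives have a fitted effect of over 50% in size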
ELG1 DNA repair = ELG1-dependent DNA repair inhibition; HEK293T ELG1-luciferase reporter, luminescence, 16 h; DNA damage induced by 5-fluorouridine; Potency, µM (series often up to 46.1 µM), for the others: at the highest dose activity change, negative = inhibition, hits mostly inhibitors; hit rate 2.3% among 330,000; AID 504467; also: potency is read from the fitted curve at half-maximal effect; % is scaled to controls: 0 for no effect and ±100 for the full control effect; nearly all actives have a fitted effect of over 55% in size
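Reporter activity after DNA damage by 5-fluorouridine is monitored. Compound-treated cells incubate 16 hr at 37 °C, then ONE-Glo is added for 30 min before luminescence reading.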
* marks the source's active call; other numbers are inactive results; ? = inconclusive; / = not tested or not shown; [ ] = remark or other dose. Unless noted, calls follow the shape of the dose curve; as a rule, active = well fitted curve in the direction sought with a large enough effect; inconclusive = small, poorly fitted or top-dose-only effect, or another doubt; inactive = no such curve, though single readings can be large; an effect the other way counts as inactive or inconclusive.

compound | ELG1 DNA repair | FLuc counter | p53 reactivator | NPC1 promoter act | ELG1 genotox | VP16 counter | Tb PFK block | BRCA1 expr up | RORg inh | TRPV1 agonist | Rab9 promoter act
CCCCn1c(N)c(N(CCOC)C(=O)c2ccc(N(C)S(=O)(=O)c3ccc(C)cc3)cc2)c(=O)[nH]c1=O | 0% | 2% | 6% | -1% | 2% | / | 0% | 4% | / | 0 | -1%
CS(=O)(=O)N1CCC(C(=O)Nc2cc(Cl)c(Cl)cc2Cl)CC1 | 7% | -3% | ? | 10% | 0% | 8% | -4% | -30% | 29% | ? | 0%
CCOc1ccc(-n2c(-c3ccccc3)c[n+]3c2CCC3)cc1 | ? | 3% | -6% | -27% | / | 8.9µM* | 4% | -61% | ? | 0 | -40%[inhibitor]
COc1cc(/C=N/NC(N)=S)ccc1OCC(=O)Nc1ccc(C)cc1 | ? | 3% | 1% | -10% | 1% | -2% | 5% | 2% | -20% | 5 | -11%
COc1cc2c(cc1OC)C(C(=O)O)C(c1cc(Br)c(O)c(OC)c1)N(C)C2=O (configuration not stated) | 15% | 3% | 25% | -4% | 2% | -8% | 1% | -3% | -20% | 0 | 3%
CCOC(=O)c1c(C)n(C)c2ccc(OC(=O)c3ccoc3)cc12 | -2% | 2% | -5% | 2% | 5% | -2% | -2% | 0% | 32% | 0 | 4%
CCOC(=O)C1=C(O)C(=O)N(Cc2ccc(C(C)(C)C)cc2)CC1 | 9% | 3% | 0% | -2% | 0% | 4% | 4% | -18% | 28% | ? | -3%
O=C(COc1cc(F)ccc1[N+](=O)[O-])NCCCc1ccccc1 | 7% | -6% | -2% | -6% | 1% | 6% | 4% | -25% | 0% | 8 | 2%
Nc1cc(OCC(F)(F)F)cc([N+](=O)[O-])c1 | ? | 2% | 7% | 0% | 0% | 1% | -6% | 2% | 25% | -2 | 1%
O=C(NC1=C(Nc2ccc(F)cc2)C(=O)c2ccccc2C1=O)c1ccc(Cl)cc1 | -10% | -17% | ? | 1% | -2% | ? | 0% | -36% | -38% | 29 | -3%
CCOc1ccc(C(=O)NC(=S)Nc2ccccc2N2CCCCC2)cc1[N+](=O)[O-] | -2% | -2% | -1% | -6% | -5% | 0.5µM* | 5% | -66% | ? | 20 | -2%
O=C(Nc1ccn(Cc2ccccc2)n1)c1cccc(F)c1 | ? | 4.8µM* | ? | 4µM* | 23µM* | -24% | -5% | ? | -20% | 26 | 1.4µM*
O=C(/C=C\Nc1ccc2c(c1)OCO2)c1cccs1 | ? | 0.12µM* | 10% | 1.4µM* | 1µM* | ? | -6% | 10% | ? | 23 | 0.56µM*
COc1cc(C(=O)COC(=O)C2CC2(Cl)Cl)cc(OC)c1OC (configuration not stated) | -2% | / | -4% | / | 6% | / | 0% | -35% | / | / | /
O=C(CSc1nnc(-c2cccnc2)n1-c1ccc(F)cc1)NCc1ccc2c(c1)OCO2 | -28% | 0% | -5% | -1% | 1% | 2% | -4% | 2% | ? | -3 | 0%
Cc1ccc(S(=O)(=O)c2c(N)n(-c3ccccc3)c3nc4ccccc4nc23)cc1 | -2% | 4% | -13% | -2% | -1% | -27% | 0% | -34% | 16% | 9 | -3%
CCc1c(C)[nH]n(CCC#N)c1=O | -3% | 14% | 1% | -5% | -1% | -6% | -2% | 3% | -2% | 2 | 14%
Cc1ccc2c(CC(=O)OCc3csc(C)n3)coc2c1 | 5% | -15% | -14% | 1% | 0% | -7% | -1% | 2% | -7% | 13 | 0%
COc1ccccc1N1CCN(C(=O)NCc2ccc(Cl)cc2)CC1 | -1% | 0% | -4% | -45%[inhibitor] | -7% | -1% | -20% | -2% | 9% | 2 | -3%
Cc1cc(C)n(CCCO)c(=O)c1C#N | 16% | 1% | 6% | 6% | -3% | -6% | -3% | 9% | -1% | / | 2%
Cc1nc2ccc(NC(=O)Cc3cccc(F)c3)cc2s1 | ? | 19µM* | 3% | 21% | 12% | -8% | -25% | 42% | 45% | 8 | 30%
CN1CCN(C2=C(Cl)C(=O)N(c3cccc(Cl)c3)C2=O)CC1 | 19% | 5% | 12% | -3% | 1% | 0% | -1% | 0% | -31% | 3 | 13%
CCOC(=O)c1cnc(SCC(=O)Nc2cccc(OC)c2)nc1N | ? | -3% | 0% | -4% | -1% | 9% | -4% | -2% | 33% | 15 | 3%
CCC1Oc2ccccc2N(CC(=O)NC2CCCCC2C)C1=O (configuration not stated) | 11% | -2% | -6% | -2% | -2% | 15% | 1% | 19% | 8% | 18 | 0%
COc1ccc(N/C=C2\CCOC2=O)cc1 | 19% | 2% | 9% | 5% | 12% | -4% | -2% | -23% | 40% | -1 | 10%
COc1ccccc1C(=O)C1CCCN(C(=O)c2cccc(Cn3cccn3)c2)C1 (configuration not stated) | -11% | -13% | -7% | 3% | -16% | 16% | 1% | -19% | 23% | 0 | 3%
COC(=O)c1ccc(CSc2nc(C)nc3sc(C)c(C)c23)o1 | 18% | -1% | 8% | 2% | 15% | 4µM* | -4% | 2% | ? | 2 | 4%
COc1ccccc1NC(=O)C1=C(C)Nc2nc(-c3ccc(N(C)C)cc3)nn2C1c1ccncc1 (configuration not stated) | -27% | ? | -7% | 2% | -2% | 1% | -6%[0.46 µM] | -18% | ? | -1 | -6%
O=C(CSc1ccccc1)NC1=NCCS1 | -9% | 13µM* | 5% | 1% | 1% | 4% | -2% | -1% | -8% | 3 | -3%
CCCCNc1nc2ccccc2nc1Cl | -3% | -1% | 6% | -9% | 4% | 3%[10 µM] | 0% | 9% | 2% | 5 | -9%
CCCCn1c(N)c(N(CCOC)C(=O)C2CCN(S(=O)(=O)c3ccccc3)CC2)c(=O)[nH]c1=O | -1% | -2% | -1% | -3% | 1% | / | -1% | -5% | / | -3 | -4%
O=c1ccc(-c2ccccc2)n[nH]1 | 2% | -2% | -2% | 1% | 7% | 17% | 0% | 0% | 2% | -4 | -4%
CN(C1CCS(=O)(=O)C1)S(=O)(=O)c1ccc2ccccc2c1 (configuration not stated) | 5% | 4% | -5% | 0% | 2% | / | -5% | 7% | / | -1 | 0%
C/C=C/c1ccc(OCC(=O)OCC)c(OC)c1 | 14% | ? | 0% | -1% | 11% | -1%[10 µM] | 0% | 39% | 5% | 2 | -1%
CC(=O)Nc1ccc(NC(=O)C2CCCN(S(=O)(=O)c3ccc(-n4cnnn4)cc3)C2)cc1 (configuration not stated) | -3% | 2% | -4% | -4% | 3% | -10% | 1% | 2% | -15% | -1 | 0%
COc1cc(OC)cc(C(=O)NNC(=O)c2ccc(-n3cncn3)c([N+](=O)[O-])c2)c1 | 0% | 4% | 13% | 0% | 1% | / | -4% | -7% | / | 0 | 0%
N#CC(/C(=N/S(=O)(=O)c1cccs1)c1ccccc1)c1nc2ccccc2[nH]1 (configuration not stated) | -15% | -4% | -6% | 0% | -7% | 0% | -5% | -42% | -7% | 0 | -3%
CCOC(=O)Cn1nnnc1CN(CCc1ccccc1)Cc1cc2cc(CC)ccc2[nH]c1=O | ? | 6% | -3% | 0% | -12% | -2% | 0% | 0% | -10% | 8 | 0%
O=C(COc1cccc2ccccc12)N/N=C/C=C/c1ccccc1 | -2% | 0% | -6% | -1% | 3% | ? | -8% | 4% | ? | -2 | -9%
COc1ccc2[nH]cc(CCN=C3SCC(=O)N3C)c2c1 | ? | -15% | 9% | 4% | 6% | 11% | -3% | 21% | 22% | -1 | 23%
O=S(=O)(NCCc1cccs1)c1ccc(Br)cc1 | 11% | 1% | 6% | 0% | 1% | 6% | 0% | -11% | -18% | 14 | 1%
O=C1CCC(=O)N1c1nc2nc(-c3ccccc3)cc(=O)n2[nH]1 | -4% | -9% | 0% | -1% | 0% | -14% | 1% | -5% | -1% | -1 | -5%
Cc1oc(C(=O)O)cc1COc1ccccc1Cl | ? | -13% | 3% | 1% | -1% | -16% | -1% | 25% | -16% | 1 | -1%
CN1CCN(CCNC(=O)c2cc3c(=O)n(C)c4ccccc4c3n2C)CC1 | ? | -1% | -4% | -5% | 23% | -19% | 4% | 15% | -16% | -1 | 0%
CCOCCCn1c(=N)c(S(=O)(=O)c2ccc(C)cc2)cc2c(=O)n3cc(C)ccc3nc21 | 4% | 1% | 0% | -1% | -7% | 21% | 8% | -4% | -42% | -11 | 4%
O=C(NCCc1ccc(F)cc1)Nc1ccccc1 | 19% | -17% | / | 2% | 5% | 23% | -29% | ? | -19% | ? | 5%
CN(C)S(=O)(=O)c1cccc(NC(=O)COC(=O)CCOc2ccccc2)c1 | 17% | -19% | -1% | -7% | 6% | 0% | -3% | -16% | -12% | 2 | 7%
CCOC(=O)c1cn(CC(=O)Nc2ccc(CC)cc2)nn1 | 9% | -1% | -2% | -7% | 0% | -16% | 2% | 0% | 28% | -3 | -1%

Screening data as filed in PubChem BioAssay.
